High-throughput results from PubChem.
Menin MLL FP TR – qHTS Assay for Inhibitors Targeting the Menin-MLL Interaction in MLL Related Leukemias: Competition With Texas Red Labeled MLL-derived Mutant Peptide; AID 1768, 2009; Potency, µM (titrated, usually from 61.6 µM), for the others: top-dose FP activity change, negative = inhibition, usual class: inhibitors; 0.23% of 270,000 active; Menin + Texas Red MLL mutant peptide, fluorescence polarization; O00255; active = well fitted inhibition curve with a large enough effect in the polarisation, with a control signal flat, not every such curve was filed as active; inconclusive = small, poorly fitted or top-dose-only effect, or effect the other way, or a change in a side signal; inactive = no such curve, though single readings can be large or run the other way; the % refers to the polarisation; note: potency is the fitted concentration of half-maximal effect; % of control where 0% means no effect; many of its hits are not listed in these tables
S-ASM inh – Inhibitors of Secretory Acid Sphingomyelinase (S-ASM): qHTS | placental ASM, HMU-PC fluorogenic substrate, 60 min | Potency, µM (series often up to 57.5 µM), without a hit: top-dose activity change, negative = inhibition, actives largely listed as inhibitors | Sphingomyelin phosphodiesterase (Homo sapiens), P17405 | 0.006% of 340,000 active; note: potency is the fitted concentration of half-maximal effect
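qHTS format. ASM enzyme prepared from human placenta hydrolyses the fluorogenic substrate HMU-PC0 (9 uM final) over 60 min at 37 °C after a 10 min compound preincubation.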
TCR activator – Activators of T cell receptors: qHTS campaign; primary human leukocytes, anti-CD3, IL-2 HTRF, 48 h; AID 504894, 2011; Potency, µM (top dose mostly 9.22 µM), for the others: at the highest dose activation of IL-2 secretion, most hits filed as activators; 330,000 tested, under 10 active; note: % of control where 0% means no effect
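IL-2 release read by HTRF sandwich (Eu cryptate donor, d2 acceptor, 665 nm emission) after 48 hr exposure of primary human leukocytes to compound together with anti-CD3 beads in the absence of co-stimulatory signals.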
Mito fusion yeast – qHTS Assay for Small Molecule Inhibitors of Mitochondrial Division or Activators of Mitochondrial Fusion; S. cerevisiae fusion-defective mutant growth rescue, CellTiterGlo 48 h; Potency, µM (series often up to 46.1 µM), for the others: at the highest dose growth rescue (activation), usual class: activators; 0.23% of 320,000 active; AID 485298, 2010;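 note: potency is the fitted concentration of half-maximal effect; % of control where 0% means no effect; nearly all actives have a fitted effect of over 45% in size; temperature-sensitive fusion mutants such as fzo1-1 at 37 °C on non-fermentable ethanol glycerol medium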
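Yeast fusion mutant, YPEG (non-fermentable carbon), compound, 48 h at 37C non-permissive; CellTiterGlo added, 10 min RT, luminescence read. Rescued growth = division inhibition.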
MBNL1 CUG block – qHTS Assay for Inhibitors of MBNL1-poly(CUG) RNA binding; Muscleblind-like protein 1 (Homo sapiens), Q9NR56; TR-FRET MBNL1-His/biotin-(CUG)12 binding, 665/545 ratio; Potency, µM (top dose mostly 57.5 µM), inactives show at the highest dose activity change, negative = inhibition, actives largely listed as inhibitors; 0.036% of 280,000 active; AID 2675, 2010; active = well fitted inhibition curve with a large enough effect in the signal ratio, with a control signal flat, not every such curve was filed as active; inconclusive = small, poorly fitted or top-dose-only effect, or effect the other way, or a change in a side signal; inactive = no such curve, though single readings can be large or run the other way; the % refers to the signal ratio; note: potency is the fitted concentration of half-maximal effect; % is set by controls: 0 for no effect and ±100 for the full control effect
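Compounds (final 92 nM to 58 uM) are added to His-tagged MBNL1 and biotin-(CUG)12, then terbium anti-His antibody and streptavidin-XL665 (5 nM final). After 60 min at room temperature, the 665/545 nm ratio is read.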
TSHR antag – Antagonists of the Thyroid Stimulating Hormone Receptor: HTS campaign | Thyrotropin receptor (Homo sapiens), P16473 | TSHR-expressing cells, TSH-stimulated cAMP HTRF, 2 h; stronger effect = lower value | activity change, negative = inhibition, % at 11.5 µM | 0.2% of 330,000 active | AID 504810, 2011;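 active = activity change below a set negative limit, meaning inhibition stronger than a set level, cut at about -70% in these data; inconclusive = activity change between two set negative limits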; note: % is set by controls: 0 for no effect and ±100 for the full control effect
Target sequence (P16473 whole entry, looked up): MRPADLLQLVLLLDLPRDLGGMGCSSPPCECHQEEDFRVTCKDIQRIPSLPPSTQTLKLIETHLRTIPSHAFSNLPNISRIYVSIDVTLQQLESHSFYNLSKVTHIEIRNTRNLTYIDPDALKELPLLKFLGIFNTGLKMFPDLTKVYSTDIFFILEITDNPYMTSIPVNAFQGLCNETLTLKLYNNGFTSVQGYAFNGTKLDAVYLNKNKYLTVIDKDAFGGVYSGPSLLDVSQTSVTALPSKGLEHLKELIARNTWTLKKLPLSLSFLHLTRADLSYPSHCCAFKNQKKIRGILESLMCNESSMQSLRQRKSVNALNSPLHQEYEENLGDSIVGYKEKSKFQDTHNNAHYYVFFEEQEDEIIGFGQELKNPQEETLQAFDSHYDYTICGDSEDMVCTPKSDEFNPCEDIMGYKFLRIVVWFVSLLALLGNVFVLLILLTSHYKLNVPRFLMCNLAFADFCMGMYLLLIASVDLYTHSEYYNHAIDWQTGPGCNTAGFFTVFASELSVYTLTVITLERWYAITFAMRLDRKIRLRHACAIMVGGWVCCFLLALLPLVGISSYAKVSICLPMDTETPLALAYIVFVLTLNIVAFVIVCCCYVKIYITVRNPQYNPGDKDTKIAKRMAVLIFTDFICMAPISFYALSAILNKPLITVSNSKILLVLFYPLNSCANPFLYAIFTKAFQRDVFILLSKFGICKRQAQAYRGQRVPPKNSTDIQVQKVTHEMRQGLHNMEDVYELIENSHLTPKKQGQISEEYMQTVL
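TSHR-expressing cells, 200/well, pre-treated with compound, then stimulated with EC80 TSH (4nM final) for 2 hours at 37 deg C. cAMP measured by competitive HTRF: anti-cAMP cryptate antibody in lysis buffer plus cAMP-d2, read after 30 minutes at room temperature.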
PTAP TSG101 blk – qHTS Assay for Iinhibitors of HIV-1 Budding by Blocking the Interaction of PTAP/TSG101; Fluorescence polarization, FITC-PTAP peptide / Tsg101 binding; Potency, µM (highest dose often 115 µM), for the others: top-dose activity change, negative = inhibition, actives largely listed as inhibitors; 340,000 tested, under 10 active; active = well fitted inhibition curve with a large enough effect in the main read-out, with a control signal flat, not every such curve was filed as active; inconclusive = small, poorly fitted or top-dose-only effect, or effect the other way, or a change in a side signal; inactive = no such curve, though single readings can be large or run the other way; note: potency is the fitted concentration of half-maximal effect; % of control where 0% means no effect
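Tsg101 binding domain (10 uM final) was mixed with compound and a FITC-labeled PTAP peptide (50 nM final) in HEPES pH 7.5 buffer with NaCl, Tween 20, EDTA and TCEP; fluorescence polarization was read after 20 min at r.t.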
AT treatment – qHTS Assay for Identifying a Potential Treatment of Ataxia-Telangiectasia | AID 485349, 2010 | Potency, µM (series often up to 57.5 µM), inactives show at the highest dose activation, most hits filed as activators | […] A-T fibroblasts, KAP-1 phosphorylation AlphaLISA; neocarzinostatin DNA damage 30 min before lysis | 0.19% of 320,000 active; note: potency is the fitted concentration of half-maximal effect; % of control where 0% means no effect; nearly all actives have a fitted effect of over 45% in size
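hTERT-immortalized A-T patient fibroblasts ([…]), 500 cells/well in OPTI-MEM, 1% FBS, got compounds for 60 min, then NCS for 30 min at 37C. Lysates were then assayed for phospho-KAP-1 by AlphaLISA (anti-pKAP1 donor, anti-KAP1 acceptor beads), 6 hr at 25C.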
Integrin act MD – qHTS for Activators of Integrin-Mediated Alleviation for Muscular Dystrophy; AID 624291, 2012; Potency, µM (titrated, usually from 38.3 µM), inactives show at the top dose activation, most hits filed as activators; alpha7betagal myoblasts, beta-gal FDG fluorescence, 48 h; 0.064% of 350,000 active;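 note: potency is the fitted concentration of half-maximal effect; 100% = response of the positive control SU9516; nearly all actives have a fitted effect of over 60% in size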
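Alpha7betagal+/- myoblasts (passage 13) were plated 16-24 hr, then exposed to compounds (1:260 dilution of DMSO stock) for 48 hours at 37C. After MPER lysis, β-galactosidase reporter activity was read as FDG fluorescence (ex 480/em 540) after 30 minutes.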
MLL CXXC-DNA inh – qHTS Fluorescence Polarization Assay for Inhibitors of MLL CXXC domain - DNA interaction | Histone-lysine N-methyltransferase 2A (Homo sapiens), Q03164 | MLL-CXXC / FITC-HOXA9 DNA fluorescence polarization | Potency, µM (top dose mostly 115 µM), for inactives: at the top dose activity change, negative = inhibition, hits mostly inhibitors | 0.037% of 290,000 active | AID 2662, 2010; active = well fitted inhibition curve with a large enough effect in the polarisation, with a control signal flat, not every such curve was filed as active; inconclusive = small, poorly fitted or top-dose-only effect, or effect the other way, or a change in a side signal; inactive = no such curve, though single readings can be large or run the other way; the % refers to the polarisation; note: potency is the fitted concentration of half-maximal effect
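Fluorescence polarization: 7 uM MLL-CXXC (stock) preincubated 5 min with compounds, then 50 nM fluorescein-HOX-A9 DNA (stock) added; 30 min ambient. Buffer 50 mM Tris-HCl pH 7.5, 50 mM NaCl, 1 mM DTT, 0.05% BSA.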
An asterisk follows results filed as active; ? = inconclusive; / = not tested or not shown; [ ] = remark or other dose. Unless noted, calls come from the whole dose curve; as a rule, active = well fitted curve in the direction sought with a large enough effect; inconclusive = small, poorly fitted or top-dose-only effect, or another doubt; inactive = no such curve, though single readings can be large; an effect the other way counts as inactive or inconclusive.

SMILES | Menin MLL FP TR | S-ASM inh | TCR activator | Mito fusion yeast | MBNL1 CUG block | TSHR antag | PTAP TSG101 blk | AT treatment | Integrin act MD | MLL CXXC-DNA inh
Cc1nc2ccccn2c1C(=O)/C=C/c1ccc(F)cc1 | 28% | -1% | -3% | -1% | -8% | -1 | -7% | -2% | -50%[inhibitor] | 4%
N#Cc1c(NC(=O)c2ccc(Cn3cc(Br)cn3)o2)sc2c1CCCCCC2 | 20% | -11% | -58% | ? | 208%[activator] | ? | -1% | -5% | -20%[7.66 µM] | -2%
Cc1ccc(C2CC(c3cccc(Br)c3)Nc3nnnn32)cc1 (stereo not drawn) | -4% | -16% | -1% | 3% | -6% | 3 | -5% | 4% | ? | -3%
COc1ccc(NC(=O)Nc2cccc3c2O[C@H](CN(C)S(=O)(=O)c2c(C)noc2C)[C@@H](C)CN([C@H](C)CO)C3=O)cc1 | / | -4% | -9% | / | / | -11 | -6% | 6% | -6% | /
O=C(CCc1nnc(C2(c3ccc(Cl)cc3)CCC2)o1)NC1CC1 | 1% | 1% | -1% | 4% | -5% | 13 | -1% | -2% | 2% | 4%
COc1ccc(CN(C)C(=O)Cn2cnc3c(OCc4ccccc4)ncnc32)cc1OC | / | -5% | -6% | / | / | -14 | -8% | 19% | -38% | /
CC1CCCCC1NC(=O)CSc1nnnn1C (stereo not drawn) | / | -3% | 1% | -7% | / | 7 | -2% | -22% | -1% | /
O=C(COC(=O)Cc1c[nH]c2ccccc12)Nc1ccccc1 | 3% | -1% | -8%[46.1 µM] | 2% | -13% | -3 | -3% | 14% | -9% | -1%
COc1ccccc1N(C)S(=O)(=O)c1ccc(C(=O)Nc2nnc(C)s2)cc1 | / | 2% | 0% | 4% | / | / | 0% | 4% | 8% | /
Cc1ccc(OCCN2CCNCC2)c([N+](=O)[O-])c1 | -6% | 2% | 1%[46.1 µM] | 0% | 6% | 16 | -16% | -15% | 2% | 5%

As a working copy, 3 of the compounds above:
SMILES | Menin MLL FP TR | S-ASM inh | TCR activator | Mito fusion yeast | MBNL1 CUG block | TSHR antag | PTAP TSG101 blk | AT treatment | Integrin act MD | MLL CXXC-DNA inh
Cc1nc2ccccn2c1C(=O)/C=C/c1ccc(F)cc1 | 28% | -1% | -3% | -1% | -8% | -1 | -7% | -2% | -50%[inhibitor] | 4%
N#Cc1c(NC(=O)c2ccc(Cn3cc(Br)cn3)o2)sc2c1CCCCCC2 | 20% | -11% | -58% | ? | 208%[activator] | ? | -1% | -5% | -20%[7.66 µM] | -2%
Cc1ccc(C2CC(c3cccc(Br)c3)Nc3nnnn32)cc1 (stereo not drawn) | -4% | -16% | -1% | 3% | -6% | 3 | -5% | 4% | ? | -3%

Going on with the list:
SMILES | Menin MLL FP TR | S-ASM inh | TCR activator | Mito fusion yeast | MBNL1 CUG block | TSHR antag | PTAP TSG101 blk | AT treatment | Integrin act MD | MLL CXXC-DNA inh
CC1CCCCN1CCCNC(=O)c1ccc(NC(=O)C2=CSCCO2)cc1 (stereo not drawn) | / | 3% | -35% | -1% | 7% | 3 | 1% | 15% | 4% | 9%
COc1ccc(N2C(=O)c3ccccc3NC2c2ccc(OC)c(CSc3ccccn3)c2)cc1 (stereo not drawn) | 4% | 159%[activator] | / | 0% | 67%[activator] | 0 | -8% | 9% | -3% | 46%[activator]
COc1ccc(Cc2nnc(N)s2)cc1OC | 2% | 0% | 1%[46.1 µM] | 1% | -29% | -13 | -1% | / | -18% | -3%
O=C(Cn1cc(Br)ccc1=O)Nc1ccc2c(c1)OCO2 | / | 4% | -2% | -4% | / | 17 | -7% | 2% | ? | /
O=C1c2ccccc2C(=O)N1CCCc1nc(-c2ccccn2)no1 | -25% | 3% | -3% | 5% | 18% | 18 | -4% | 2% | -23% | -3%
Cc1cccc(C2(c3cccc(C)c3)CC2C(=O)Nc2ccc([N+](=O)[O-])cc2O)c1 (stereo not drawn) | ? | ? | 2% | 3% | / | -47 | -1% | ? | -63%[inhibitor] | -5%
COc1cccc(-n2c(C)nc3c(cnn3-c3ccc(Cl)cc3)c2=O)c1 | -21% | 3% | 1% | 2% | 1% | -5 | -2% | 2% | -15% | 4%
CCCC1(C)NC(=O)c2ccccc2O1 (stereo not drawn) | -8% | -1% | 1% | -3% | -6% | 13 | -1% | 8% | -3% | -10%
Cc1cccc(NC(=O)CSCC(=O)Nc2cc(Cl)ccc2N2CCOCC2)c1 | / | -4% | -3% | 11% | / | -2 | -5% | 4% | -10% | /
CC1Cc2cc(/C(O)=C3/C(=O)C(=O)N(CCN4CCOCC4)C3c3ccc([N+](=O)[O-])cc3)ccc2O1 (stereo not drawn) | 5% | -3% | 2% | 1% | ? | 6 | -1% | -3% | 24% | 4%
CC1C(=O)N2CCCc3cc(NC(=O)C4CC4)cc1c32 (stereo not drawn) | / | 6% | 1% | -1% | / | -2 | -6% | 1% | 11% | /
Cc1ccc2oc(=O)c3cc(C(=O)NCCN4CCN(C)CC4)sc3c2c1 | 9% | -4% | -8% | 2% | ? | 4 | -3% | 11% | -7% | -29%
Cc1sc2nc(CSCC(=O)Nc3c(Cl)cccc3Cl)[nH]c(=O)c2c1C | -20% | 7% | -2%[46.1 µM] | -8% | 487%[activator] | 0 | 17% | 1% | -13% | 17%
Cc1cn(CC(=O)N2CCN(c3ccccn3)CC2)c(=O)[nH]c1=O | / | 6% | -3% | / | / | / | -3% | / | 7% | /
Cc1ccc(C(=O)NN(C)c2nc3ccccc3nc2C(F)(F)F)cc1 | -13% | 47%[activator] | -3% | 0% | 4% | -34 | -3% | 1% | -13% | -2%
Cc1cccc(N2CCN(C(=O)CN(C)S(=O)(=O)c3ccc4c(c3)CCC(=O)N4)CC2)c1C | 4% | -1% | -16% | -1% | 14% | -8 | -3% | 6% | -25% | -6%
O=C(Cc1cccc2ccccc12)Nc1ccc(OC(F)F)c(Cl)c1 | ? | -8% | 6%[46.1 µM] | 21% | -10% | -4 | -7% | 4% | -38% | 0%
Cn1c(-c2ccc3c(c2)OCO3)cnc1NCc1cccc(O)c1 | -30% | -2% | 2% | -1% | -13% | -11 | -1% | 5% | 5% | 0%
NC(=O)c1nsc(C(=O)N(CC(=O)NCc2ccc3c(c2)OCO3)C2CCCCC2)c1N | 8% | 130%[activator] | 4% | 2% | 18% | 67 | -4% | 0% | 15% | -3%
O=C(O)CCC(=O)N1CCOc2ccc(Cl)cc21 | -4% | 1% | -7% | 0% | -7% | 10 | 1% | 0% | 20% | 0%
Cc1cccc(NC(=O)CCNS(=O)(=O)c2ccc3[nH]c(=O)oc3c2)c1 | / | -1% | -5% | 0% | -4% | -24 | -10% | 5% | -12% | 8%
O=C(Cn1c(=O)cnc2ccccc21)NNC(=O)c1ccccc1Cl | / | 7% | 2% | 1% | / | 5 | -3% | 8% | ? | /
CC12COC3(C(=O)Nc4ccc([N+](=O)[O-])cc4)CC1CCC32C (stereo not drawn) | -2% | -2% | 10%[46.1 µM] | 17% | 1% | 41 | -2% | 0% | -11% | -3%
CCc1cc2ccc(C)cc2nc1SCC(=O)NC1CCCC1 | / | -1% | -10% | -3% | 3% | -3 | -10% | 7% | -18% | 81%[activator]
Cc1cccc(OCCCC(=O)NC(C)C)c1 | 15% | 2% | -3% | -7% | -14% | 14 | -5% | 3% | 6% | 1%
O=c1nc(/C=C/c2ccc(-c3ccc(F)cc3)o2)cc(C(F)(F)F)[nH]1 | 5% | / | / | 5% | -2% | -18 | / | 5% | / | ?

The list is partial; rates above refer to the full screens.
